Screening results (PubChem BioAssay)
Mcl1 Noxa PPI – Mcl-1/Noxa interaction inhibition | Q07820 | TR-FRET Mcl-1/Noxa peptide binding, 2 h | inhibition, % at 21.7 µM | actives 1.5% (n = 220,000) | AID 1022;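 active means compounds that cut the protein-peptide binding signal by more than 50% relative to plate controls in a single-dose test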;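 further: His-tagged Mcl-1 with rhodamine Noxa BH3 peptide and terbium anti-His antibody; 0% = Mcl-1 plus Noxa peptide wells and 100% = peptide-only wells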
Target sequence (Q07820 whole entry, looked up): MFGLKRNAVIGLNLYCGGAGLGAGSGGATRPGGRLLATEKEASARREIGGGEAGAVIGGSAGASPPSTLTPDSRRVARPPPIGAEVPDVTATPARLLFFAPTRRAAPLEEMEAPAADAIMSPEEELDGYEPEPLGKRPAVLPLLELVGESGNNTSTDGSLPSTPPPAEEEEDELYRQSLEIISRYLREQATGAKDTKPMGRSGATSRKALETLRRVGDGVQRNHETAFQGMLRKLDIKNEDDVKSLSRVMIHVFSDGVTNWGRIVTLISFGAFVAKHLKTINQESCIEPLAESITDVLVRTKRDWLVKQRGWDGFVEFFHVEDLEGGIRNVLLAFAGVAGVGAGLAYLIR
GSH fluor – compound fluoresces at 488/530 nm on GSH beads. GSH beads flow cytometry, compound fluorescence 488/530 nm; active compounds read high. fluorescence (KMESF) at 10 µM. actives 0.25% (n = 190,000). AID 1776; in the data active means fluorescence above about 89;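 further: glutathione beads carrying GST-tagged Bcl family fusion proteins plus one bare bead set; values are compound well signal with DMSO vehicle wells as background; inactives centre near 16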
ABCG2 block – inhibitors of human ABCG2 transporter, ABCB1 counter-screen; Q9UNQ0; IgMXP3 cells, JC-1 efflux, flow cytometry; inhibition, % at 6.6 µM; actives 0.1% (n = 190,000); AID 1325;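 active means inhibition above 80%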;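 further: 0% = DMSO and 100% = nicardipine control wells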
Target sequence (Q9UNQ0 whole entry, looked up): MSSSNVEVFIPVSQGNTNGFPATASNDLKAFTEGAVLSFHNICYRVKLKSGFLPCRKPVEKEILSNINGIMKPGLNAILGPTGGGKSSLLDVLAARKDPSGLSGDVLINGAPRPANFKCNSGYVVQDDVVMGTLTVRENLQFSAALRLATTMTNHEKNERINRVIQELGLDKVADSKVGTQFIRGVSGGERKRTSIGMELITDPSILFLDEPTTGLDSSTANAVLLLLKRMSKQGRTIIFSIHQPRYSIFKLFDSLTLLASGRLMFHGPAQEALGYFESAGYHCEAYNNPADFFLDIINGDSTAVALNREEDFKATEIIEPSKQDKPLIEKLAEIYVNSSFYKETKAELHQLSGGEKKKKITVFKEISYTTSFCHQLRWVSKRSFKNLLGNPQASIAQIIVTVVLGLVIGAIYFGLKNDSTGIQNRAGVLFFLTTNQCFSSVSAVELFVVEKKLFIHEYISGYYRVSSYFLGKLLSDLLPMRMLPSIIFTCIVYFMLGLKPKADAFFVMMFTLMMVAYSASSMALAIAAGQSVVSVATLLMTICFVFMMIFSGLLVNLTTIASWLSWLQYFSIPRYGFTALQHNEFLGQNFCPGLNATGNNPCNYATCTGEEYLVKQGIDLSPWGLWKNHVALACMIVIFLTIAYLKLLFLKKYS
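Test system: IgMXP3 (ABCG2) plus far-red-tagged CCRF-Adr (ABCB1) cells. Reagent: JC-1 dye as substrate. Timing: 10 min exposure at 25 °C with rotation, no wash. Measured by: flow cytometric JC-1 green MFI at 530 nm. Read-out: percent efflux inhibition, scaled nicardipine 100% to DMSO 0%. Control set: nicardipine and DMSO wells.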
ABCB1 inh – inhibitors of human ABCB1 transporter, ABCG2 counter-screen; P08183; CCRF-Adr cells, JC-1 efflux, flow cytometry; inhibition, % at 6.6 µM; actives 0.067% (n = 190,000); AID 1326; in the data active means inhibition above about 40%;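 further: 0% = vehicle and 100% = reference inhibitor; higher value means more JC-1 retained so stronger ABCB1 efflux block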
RGS4-Gao reg – human RGS4-Galphao interaction regulation. AID 1415. binding response (% of control), % at 10 µM. Multiplexed bead flow cytometry, RGS4-Galphao binding; actives lie on both sides. actives 0.33% (n = 220,000); in the data active means binding response below about 49% or above about 150%; inactive means in between;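 further: fluorescent Galphao activated with aluminum fluoride binding bead-coupled RGS4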
Bim-Mcl-1 – human Bim-Mcl-1 interaction inhibition; Bead-based flow cytometry, Bim peptide-Mcl-1 binding; inhibition, % at 10 µM; actives 0.1% (n = 190,000); in the data active means inhibition above about 40%;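 further: 0% = no compound tracer wells and 100% = peptide blocker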
Mcl1-Bid inh – disrupts binding of human Mcl-1 to Bid peptide; Q07820; TR-FRET Mcl-1/Bid-Dy647 peptide binding, 1536-well; inhibition, % at 21.7 µM; actives 0.97% (n = 220,000);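 active means compounds that cut the binding signal by more than half at the single screening dose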;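 further: His-tagged Mcl-1 with europium anti-His antibody binding Bid BH3 peptide; 0% = Mcl-1 plus peptide wells and 100% = peptide-only wells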
RGS7-Gao reg – human RGS7-Galphao interaction regulation | P09471 | Multiplexed bead flow cytometry, RGS7-Galphao binding; actives lie on both sides | binding response (% of control), % at 10 µM | actives 0.35% (n = 220,000) | AID 1439; in the data active means binding response below about 49% or above about 150%; inconclusive means no clear call, values can overlap the other calls; inactive means in between;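 further: fluorescent Galphao held in activated GDP-AlF4 state binding bead-coupled RGS7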
Avidin fluor – avidin bead compound fluorescence profile | Avidin beads, compound fluorescence 488/530 nm, flow cytometry; active compounds read high | fluorescence (KMESF) at 10 µM | actives 0.38% (n = 220,000); in the data active means fluorescence above about 47; further: inactives centre near 10
RGS8-Gao – modulates binding of RGS8 to human Galphao | AID 1423 | actives 0.34% (n = 220,000) | response (percent of control binding), % at 10 µM | P09471 | multiplexed bead flow cytometry; actives lie on both sides; in the data active means response below about 60% or above about 140%; inactive means in between;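 further: Galphao activated as the GDP aluminium fluoride complex binding bead-coupled RGS8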
Pf gamet viab – inhibitors of late stage P. falciparum gametocyte viability; P. falciparum stage V gametocytes, ATP luminescence, 24 h; inhibition, % at 10.9 µM; actives 0.065% (n = 150,000);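 active means inhibition above the mean plus 3 SD of compounds within the control limits, set per campaign, cut at about 38% in these data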;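 further: 0% = DMSO wells and 100% = medium only without gametocytes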
An asterisk follows results filed as active; ? = inconclusive; / = not tested or not shown.

SMILES	Mcl1 Noxa PPI	GSH fluor	ABCG2 block	ABCB1 inh	RGS4-Gao reg	Bim-Mcl-1	Mcl1-Bid inh	RGS7-Gao reg	Avidin fluor	RGS8-Gao	Pf gamet viab
Cc1ccc(Cn2nc(C)c3cc(C(=O)OCC(N)=O)sc32)cc1	34.7	/	2.3	1.1	101.2	-4.0	-15.2	101.9	2	97.4	/
O=C1c2ccccc2C(O)N1Cc1ccccc1 (stereo not given)	2.0	32	4.7	0.1	90.8	2.0	-9.7	91.2	12	96.3	/
CCS(=O)(=O)N1CCN(C2Cc3ccccc3C2)CC1	14.1	27	3.7	0.6	97.2	-4.0	46.9	99.9	38	99.1	-5.8
COc1ccccc1OCCSc1nc(N)cc(N)n1	-19.0	12	1.1	0.7	102.4	2.0	-27.7	101.0	5	110.6	-35.3
CC(=O)Nc1ccc(S(=O)(=O)NCCSCc2ccco2)cc1	19.1	26	-9.3	-1.2	104.2	-2.0	-27.5	105.2	27	105.4	1.3
O=C(O)CSCC(=O)Nc1ccc(C2CCCCC2)cc1	13.4	48	1.2	0.2	98.8	0.0	-9.2	97.1	7	99.5	-9.1
Cc1cccc(C)c1NC(=O)CSCCO	9.3	22	1.0	0.2	100.1	0.0	-13.7	98.8	35	102.1	13.2
COc1ccc(COc2ccccc2C(=O)NCc2ccccc2)cc1F	10.9	9	23.9	1.5	105.0	0.0	2.5	100.6	5	90.7	/
CC(C)=NNc1nc2c(c(=O)n(C)c(=O)n2C)n1CCc1ccccc1	42.4	10	7.0	0.5	100.1	-7.0	-24.4	96.2	7	96.7	/
Cc1ccnc(NS(=O)(=O)c2ccc(N=CC3=C(O)CC(C)(C)CC3=O)cc2)n1	13.0	12	-0.2	-0.1	99.9	-1.0	-5.2	98.0	33	103.2	4.1
O=C(O)CCCCCNC(=O)c1ccccc1	5.8	25	1.6	0.6	99.8	0.0	-14.5	98.4	11	97.4	25.3
CCS(=O)(=O)NCc1csc(C)n1	-7.8	14	1.7	0.4	91.8	0.0	-14.3	95.3	11	99.3	/
CCOC(Cn1c(CCCO)nc2ccccc21)OCC	12.3	11	0.3	0.1	95.0	-6.0	-5.4	101.4	3	107.7	2.9
COc1ccccc1N1CCN(CC(O)c2ccc3cc[nH]c3c2)CC1 (stereo not given)	1.6	26	0.1	4.2	102.2	-3.0	-26.9	97.6	6	103.8	/
CN(C)CCCOC(=O)CCc1ccccc1	-11.2	17	3.0	0.9	101.9	-5.0	7.2	101.0	11	104.5	5.2
CCOc1cccc2cc(C(=O)Nc3nccs3)c(=O)oc12	23.1	14	54.5	0.9	83.3	-4.0	-33.0	96.0	7	92.6	-7.1
OCCC1CN(Cc2ccc3cc(Cl)ccc3n2)CCN1Cc1ccsc1 (stereo not given)	16.2	20	2.7	2.9	95.4	-3.0	-29.0	98.7	9	101.2	17.7
COc1ccc(C(=O)Nc2cccc(NC(C)=O)c2)cc1OC	-8.0	24	5.2	1.0	100.2	-4.0	-4.3	101.3	6	101.2	-5.0
CCOC(=O)c1cnn(-c2nc3c(C)cccc3s2)c1C(F)(F)F	4.8	12	2.8	0.3	100.0	0.0	-3.7	100.8	8	101.1	/
O=C1c2[nH]nc(-c3ccccc3O)c2C(c2cccc(Cl)c2)N1CC1CCCO1 (stereo not given)	11.4	50	2.6	2.9	103.9	5.0	-15.2	106.0	14	103.3	-31.8
Cc1ccc(-c2nn(-c3ccccc3)cc2/C=C(\C#N)C(=O)NCc2ccccc2)cc1	4.6	7	17.6	0.6	111.0	-5.0	-8.8	111.4	15	106.0	2.2
CCSC(=S)Nc1c(C)n(C)n(-c2ccccc2)c1=O	-2.6	18	9.6	0.7	99.0	-1.0	-41.5	?	9	102.7	7.0
Cc1ccc(C)c(NC(=S)N2CCN(Cc3ccccc3)CC2)c1	0.4	14	-1.8	0.0	102.7	0.0	-33.3	104.9	10	105.0	-9.3
O=C1CSC(c2ccccc2)N1CC12CC3CC(CC(O)(C3)C1)C2 (stereo not given)	16.7	14	0.2	-0.1	107.3	0.0	-2.8	103.8	15	99.9	/
CCOC(=O)/C(C#N)=C/c1cc2ccccc2nc1N1CCOCC1	10.5	16	7.2	0.7	106.0	-3.0	-44.0	117.3	32	104.8	3.1

Already shown: 15 of the compounds above.
SMILES	Mcl1 Noxa PPI	GSH fluor	ABCG2 block	ABCB1 inh	RGS4-Gao reg	Bim-Mcl-1	Mcl1-Bid inh	RGS7-Gao reg	Avidin fluor	RGS8-Gao	Pf gamet viab
O=C(O)CCCCCNC(=O)c1ccccc1	5.8	25	1.6	0.6	99.8	0.0	-14.5	98.4	11	97.4	25.3
CCS(=O)(=O)NCc1csc(C)n1	-7.8	14	1.7	0.4	91.8	0.0	-14.3	95.3	11	99.3	/
CCOC(Cn1c(CCCO)nc2ccccc21)OCC	12.3	11	0.3	0.1	95.0	-6.0	-5.4	101.4	3	107.7	2.9
COc1ccccc1N1CCN(CC(O)c2ccc3cc[nH]c3c2)CC1 (stereo not given)	1.6	26	0.1	4.2	102.2	-3.0	-26.9	97.6	6	103.8	/
CN(C)CCCOC(=O)CCc1ccccc1	-11.2	17	3.0	0.9	101.9	-5.0	7.2	101.0	11	104.5	5.2
CCOc1cccc2cc(C(=O)Nc3nccs3)c(=O)oc12	23.1	14	54.5	0.9	83.3	-4.0	-33.0	96.0	7	92.6	-7.1
OCCC1CN(Cc2ccc3cc(Cl)ccc3n2)CCN1Cc1ccsc1 (stereo not given)	16.2	20	2.7	2.9	95.4	-3.0	-29.0	98.7	9	101.2	17.7
COc1ccc(C(=O)Nc2cccc(NC(C)=O)c2)cc1OC	-8.0	24	5.2	1.0	100.2	-4.0	-4.3	101.3	6	101.2	-5.0
CCOC(=O)c1cnn(-c2nc3c(C)cccc3s2)c1C(F)(F)F	4.8	12	2.8	0.3	100.0	0.0	-3.7	100.8	8	101.1	/
O=C1c2[nH]nc(-c3ccccc3O)c2C(c2cccc(Cl)c2)N1CC1CCCO1 (stereo not given)	11.4	50	2.6	2.9	103.9	5.0	-15.2	106.0	14	103.3	-31.8
Cc1ccc(-c2nn(-c3ccccc3)cc2/C=C(\C#N)C(=O)NCc2ccccc2)cc1	4.6	7	17.6	0.6	111.0	-5.0	-8.8	111.4	15	106.0	2.2
CCSC(=S)Nc1c(C)n(C)n(-c2ccccc2)c1=O	-2.6	18	9.6	0.7	99.0	-1.0	-41.5	?	9	102.7	7.0
Cc1ccc(C)c(NC(=S)N2CCN(Cc3ccccc3)CC2)c1	0.4	14	-1.8	0.0	102.7	0.0	-33.3	104.9	10	105.0	-9.3
O=C1CSC(c2ccccc2)N1CC12CC3CC(CC(O)(C3)C1)C2 (stereo not given)	16.7	14	0.2	-0.1	107.3	0.0	-2.8	103.8	15	99.9	/
CCOC(=O)/C(C#N)=C/c1cc2ccccc2nc1N1CCOCC1	10.5	16	7.2	0.7	106.0	-3.0	-44.0	117.3	32	104.8	3.1

One compound at a time (already shown). Values in the order: Mcl1 Noxa PPI | GSH fluor | ABCG2 block | ABCB1 inh | RGS4-Gao reg | Bim-Mcl-1 | Mcl1-Bid inh | RGS7-Gao reg | Avidin fluor | RGS8-Gao | Pf gamet viab
Shown for Cc1cccc(C)c1NC(=O)CSCCO : 9.3 | 22 | 1.0 | 0.2 | 100.1 | 0.0 | -13.7 | 98.8 | 35 | 102.1 | 13.2
Shown for CCOC(Cn1c(CCCO)nc2ccccc21)OCC : 12.3 | 11 | 0.3 | 0.1 | 95.0 | -6.0 | -5.4 | 101.4 | 3 | 107.7 | 2.9

Continuation:
SMILES	Mcl1 Noxa PPI	GSH fluor	ABCG2 block	ABCB1 inh	RGS4-Gao reg	Bim-Mcl-1	Mcl1-Bid inh	RGS7-Gao reg	Avidin fluor	RGS8-Gao	Pf gamet viab
COc1ccc(CCN(Cc2nc3ccccc3c(=O)[nH]2)C(=O)c2ccco2)cc1	-1.8	22	6.5	2.5	97.5	0.0	-8.7	95.5	13	97.4	/
CCn1cc(C(=O)N2CCc3ccccc32)c(=O)c2cc(S(=O)(=O)N3CCOCC3)ccc21	-11.2	44	0.1	-0.1	99.1	2.0	-37.8	102.5	8	103.9	8.5
O=C(CSc1nnc2ccccn12)Nc1ccc(S(=O)(=O)N2CCOCC2)cc1	16.2	12	14.3	-0.2	98.0	-1.0	0.0	98.5	9	99.0	15.6
Cc1ccc(NS(=O)(=O)c2ccc3c(c2)C(=O)c2ccccc2C3=O)c(C)c1	-2.3	5	4.1	1.2	102.3	1.0	-30.5	98.9	2	98.8	-14.6
O=[N+]([O-])c1ccc(/C([O-])=C(/C(=S)NCc2ccco2)[n+]2ccccc2)cc1	41.1	12	-0.7	-0.3	92.8	0.0	-50.2	89.8	18	94.1	7.6
Cn1cccc1/C=C1/SC(=O)N(CC(=O)N2CCCC2)C1=O	6.4	10	1.2	0.3	102.3	-1.0	-13.4	101.8	10	101.9	3.3
CC1CCN(C(=O)COc2cccc3c2CCN(Cc2ccccc2)C3=O)CC1	-6.2	10	3.0	2.7	96.0	0.0	-11.8	97.3	12	102.0	/
CCCCC(=O)Nc1ccc(NC(=S)NC(=O)CCCCl)cc1OC	-8.6	9	4.2	0.4	101.0	-4.0	-56.5	102.0	4	102.9	/
CN(C)/C=N/c1ncc(C(=O)OC(C)(C)C)s1	5.6	13	1.7	-0.2	103.7	-2.0	7.2	107.8	16	103.1	5.8
Cc1ccc2cccc(SCC(=O)NCc3ccco3)c2n1	9.1	22	33.7	0.7	102.9	-3.0	-19.1	101.3	28	103.0	-10.5
O=S(=O)(c1cccc2nonc12)N1CCN(c2ccccc2F)CC1	8.7	9	3.8	1.0	101.1	-3.0	-11.4	100.7	2	99.9	16.1
O=S(=O)(Nc1cnc2ccccc2c1)N1CCCCCC1	-3.1	23	3.0	0.3	99.7	1.0	-2.2	94.8	13	102.9	18.7
COc1cc(OC)cc(C(=O)NC(C)c2cnn(-c3ccccc3C)c2C)c1 (stereo not given)	-6.4	21	7.0	1.7	99.5	-1.0	-25.6	96.4	10	98.6	-12.7
CCn1c(/C=C2\C(=O)N(C(C)C)c3ccccc32)nc2ccccc2c1=O	30.3	/	/	/	93.3	/	32.1	?	6	96.5	20.9
C/C(=N\OCc1nc2ccccc2c(=O)n1/N=C/c1cc([N+](=O)[O-])ccc1O)c1ccccc1	-7.0	/	/	/	101.6	/	-8.7	?	8	99.5	6.7
CCNC(=O)NC(=O)C(C)Sc1ccc2c(c1)OCCO2 (stereo not given)	2.4	17	0.7	-0.4	102.9	0.0	-9.7	107.0	4	100.2	/
C=CCn1c(SCC(=O)N2CCN(c3ccccc3)CC2)nnc1-c1ccco1	-13.8	3	1.6	0.8	102.2	-2.0	-56.6	103.4	16	100.7	-25.0
O=S(=O)(Cc1ccccc1)N1CCN(c2ccccc2)CC1	-6.7	27	3.0	1.2	109.4	-1.0	-19.9	107.8	16	104.5	21.6

No enrichment for hits. About 3.3% of those tested had a hit in this group.
